M1 PAM: potentiates human M1 receptor response to acetylcholine; P11229; CHO-K1 hM1, Fluo-8 calcium fluorescence, ACh EC20; 0% = ACh EC20, 100% = maximal ACh; activation, % at 3 µM; hit rate 0.088% among 360,000; AID 588819; in the data active = activation above about 19%, passing the limit was not always enough
TAAR1 ag: human TAAR1 agonism; AID 624467; Q96RJ0; hit rate 0.99% among 360,000; activation, % at 3 µM; CHO RD-HGA16 TAAR1, Fluo-8 calcium fluorescence; vehicle wells 0%, saturating PEA agonist 100%;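 active = activation above the mean activation of all test compounds in the run plus 3 SD, cut at about 38% in these data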
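System: CHO RD-HGA16 cells carrying human TAAR1 plus Gα16; Incubation: 17-24 h seeding, 75 min 37 °C dye, 30 min RT; Measured by: Fluo-8 fluorescence, 5 s baseline then 140 s kinetic read; Control set: DMSO and PEA EC100; Replication: single well for each compound.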
M5 PAM: CHRM5 positive allosteric modulation | P08912 | CHO-K1 hM5, Fluo-8 calcium, ACh EC20 PAM; 0% = ACh EC20, 100% = ACh EC100 | activation, % at 3 µM | hit rate 0.3% among 360,000;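 active = activation above the run cutoff, the mean activation of all test compounds plus 3 SD, cut at about 18% in these data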
Target sequence (P08912 whole entry, looked up): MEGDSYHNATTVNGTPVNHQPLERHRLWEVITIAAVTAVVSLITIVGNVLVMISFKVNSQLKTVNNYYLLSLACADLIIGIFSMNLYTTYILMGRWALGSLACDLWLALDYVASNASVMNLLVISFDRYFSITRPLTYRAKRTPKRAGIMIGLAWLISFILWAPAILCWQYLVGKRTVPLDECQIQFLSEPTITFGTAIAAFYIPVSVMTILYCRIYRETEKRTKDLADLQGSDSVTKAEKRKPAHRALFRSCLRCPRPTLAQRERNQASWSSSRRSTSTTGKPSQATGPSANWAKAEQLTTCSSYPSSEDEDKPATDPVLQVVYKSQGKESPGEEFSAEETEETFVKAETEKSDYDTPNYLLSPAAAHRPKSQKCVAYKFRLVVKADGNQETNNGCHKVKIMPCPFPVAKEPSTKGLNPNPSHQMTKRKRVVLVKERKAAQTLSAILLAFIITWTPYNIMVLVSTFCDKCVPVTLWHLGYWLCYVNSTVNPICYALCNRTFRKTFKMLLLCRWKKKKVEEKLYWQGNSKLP
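Measured by: Fluo-8 calcium fluorescence; material: human M5 receptor in CHO-K1 cells; schedule: Post-acetylcholine fluorescence recording 140 s; benchmarks: low control EC20 acetylcholine (0%), high control EC100 acetylcholine (100%); read-out: Max/basal fluorescence ratio as % of EC20–EC100 ACh window; compound: single dose, 3 µM nominal final test concentration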
CHRM5 agonist: agonists of human muscarinic M5 receptor (CHRM5) | P08912 | CHO-K1 hM5 cells, Fluo-8 calcium fluorescence; 0% DMSO wells, 100% maximal acetylcholine response | hit rate 0.19% among 360,000 | activation, % at 3 µM | AID 624037;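 active = activation above the run's mean over test compounds plus 3 SD, cut at about 23% in these data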;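 also: signal is peak over basal fluorescence ratio across the kinetic read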
M1 antag: blocks human M1 muscarinic receptor. P11229. CHO-K1 hM1, Fluo-8 calcium fluorescence, ACh EC80 antagonist. inhibition, % at 3 µM. hit rate 1.3% among 360,000. AID 588852;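 active = percent inhibition above its own plate's cutoff, namely the mean of that plate's compound wells plus 3 SD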;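 also: peak over basal fluorescence ratio during 140 s after agonist addition; 0% = ACh EC80 plus DMSO and 100% = DMSO alone without agonist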
CHRM4 antagonist: CHRM4 antagonism in calcium assay | CHO-hM4 cells, ACh EC80, Fluo-8 calcium fluorescence | inhibition, % at 3 µM | hit rate 0.73% among 360,000;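 active = inhibition above its plate's cutoff, the mean inhibition of sample wells plus 3 SD, cut at about 27% in these data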;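 also: 0% = acetylcholine EC80 with DMSO and 100% = DMSO without agonist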
Target sequence (P08173 whole entry, looked up): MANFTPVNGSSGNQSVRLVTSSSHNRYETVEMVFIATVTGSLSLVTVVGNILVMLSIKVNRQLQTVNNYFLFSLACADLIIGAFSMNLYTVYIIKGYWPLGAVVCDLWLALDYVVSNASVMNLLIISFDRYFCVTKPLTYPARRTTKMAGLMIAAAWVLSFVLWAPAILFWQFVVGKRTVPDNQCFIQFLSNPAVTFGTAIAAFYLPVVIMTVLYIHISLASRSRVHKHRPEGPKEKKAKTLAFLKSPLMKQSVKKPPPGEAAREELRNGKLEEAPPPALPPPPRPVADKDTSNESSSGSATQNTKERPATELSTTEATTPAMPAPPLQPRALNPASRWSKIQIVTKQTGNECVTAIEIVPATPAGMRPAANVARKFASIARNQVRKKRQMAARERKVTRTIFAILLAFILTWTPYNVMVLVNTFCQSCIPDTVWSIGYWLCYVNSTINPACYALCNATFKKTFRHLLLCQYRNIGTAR
CHRM4 agonist: CHRM4 agonism in calcium assay; P08173; CHO-K1 hM4/Gqi5, Fluo-8 calcium fluorescence; vehicle 0%, full acetylcholine response 100%; activation, % at 3 µM; hit rate 0.14% among 360,000; AID 624127;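 active = activation above the run mean over all test wells plus 3 SD, cut at about 32% in these data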;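 also: peak over basal fluorescence ratio per well then scaled between controls; 0% = DMSO wells and 100% = acetylcholine at EC100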
M1 ag: human M1 muscarinic receptor agonism. P11229. CHO-K1 hM1, Fluo-8 calcium fluorescence, agonist mode; 0% DMSO, 100% acetylcholine EC100. activation, % at 3 µM. hit rate 0.33% among 360,000;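 active = activation above the run's mean compound activation plus 3 SD, cut at about 16% in these data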;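 also: peak over basal fluorescence ratio within a 140 s kinetic read after compound addition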
CHRM5 antagonist: blocks acetylcholine activation of human M5 receptor; inhibition, % at 3 µM; hit rate 0.59% among 360,000; P08912; CHO-hM5 cells, Fluo-8 calcium fluorescence, ACh EC80;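 active = inhibition above a per-plate cutoff, the mean of that plate's test compounds plus 3 SD, cut at about 27% in these data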;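 also: 0% = acetylcholine EC80 with DMSO and 100% = DMSO without agonist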
The depositor's hits bear a star. Some of the compounds tested; rates above refer to the full screens.

SMILES	M1 PAM	TAAR1 ag	M5 PAM	CHRM5 agonist	M1 antag	CHRM4 antagonist	CHRM4 agonist	M1 ag	CHRM5 antagonist
O=C(O)CCC(=O)N1CCc2cc(S(=O)(=O)NCc3cccs3)ccc21	-1.2	3.1	-2.4	-3.0	6.4	4.0	1.5	-3.8	5.8
CCn1ncc(CN2CCC(Oc3ccc(C(=O)N4CCCC4)cc3)CC2)c1C	-10.6	-0.5	-5.1	-8.2	16.8	4.1	1.4	-5.4	2.9
COc1cccc(C(=O)NC(=S)Nc2ccc(Cl)cc2C(=O)O)c1	16.1	-0.7	5.8	5.6	-9.0	10.3	0.5	-1.3	5.8
CCn1c(SCC(=O)N(C)C2CCS(=O)(=O)C2)nnc1-c1ccccc1 (stereo unspecified)	-5.5	-0.2	-0.7	2.1	12.0	8.6	0.5	-3.7	12.0
O=C(Cc1cccc2ccccc12)Nc1nc2ccccc2[nH]1	4.3	3.6	2.9	-1.0	-4.6	-16.7	2.7	-2.2	-11.8
COCCNC(=O)CN(C(=O)CCC(=O)Nc1ccccn1)c1ccccc1OC	8.2	0.4	0.2	3.7	-14.7	-2.9	0.5	-2.9	-4.0
CCN(CC)CCn1c(NCc2cccc(OC)c2OC)nc2ccccc21	0.0	11.5	-11.0	-4.7	-1.4	9.4	0.0	-5.3	30.7*
C[C@@H]1CN([C@H](C)CO)C(=O)c2cc(Br)cnc2O[C@@H]1CN(C)C(=O)CC1CC1	3.5	1.2	6.2	-1.7	-6.1	-16.8	1.0	-4.3	-13.5
Cc1ccccc1C(=O)Nc1nnc([C@@H]2C[C@H](O)[C@@H](CO)O2)s1	2.1	0.1	-0.9	-1.0	-8.4	-15.9	0.5	-3.2	-2.8
Cc1ccc(NC(=O)N2CCC(C(=O)NCc3ccc(F)cc3)CC2)cc1	6.7	2.6	-1.6	1.0	-2.4	6.4	-0.3	-5.5	1.2
CCOC(=O)C1(Cc2ccccc2)CCCN(Cc2ccc(OCCO)cc2)C1 (stereo unspecified)	6.3	4.7	0.1	-4.2	-9.6	-18.6	3.5	-5.7	8.0
O=C(c1ccccc1Cc1ccccc1)N1CCN(S(=O)(=O)c2ccccc2)CC1	-1.3	4.6	-2.8	-3.2	0.6	3.1	0.8	-1.9	3.5
CCCNC(=O)C(Cc1ccc(OC)cc1)NC(=O)c1ccc(Cl)cc1 (stereo unspecified)	1.4	2.9	-2.8	-1.8	2.8	14.8	1.1	-3.8	2.8
CCOC(=O)CCCNC(=O)COc1ccccc1C#N	14.6	7.0	-4.4	-0.3	-14.6	-0.5	1.1	-2.6	1.4
O=C(Cc1ncc(C(F)(F)F)cc1Cl)N1CCN(c2cccc(Cl)c2)CC1	-3.0	7.8	-6.7	-4.6	0.2	-4.6	4.7	-5.4	1.6
CCOC(=O)NCc1ccc(S(=O)(=O)Nc2ccc(C)cc2)cc1	-9.0	44.1*	-8.2	10.6	-8.2	-10.6	6.3	12.3	0.1
Cc1cc(F)ccc1S(=O)(=O)N1CCCOC1CNC(=O)C(=O)NCCc1c[nH]c2ccccc12 (stereo unspecified)	-1.6	17.7	-11.8	4.9	-2.8	-11.1	16.1	-2.4	9.0
O=C(CN(Cc1ccccc1)C(=O)c1csnn1)NCc1ccccc1	-2.1	9.7	-7.6	-2.1	18.0	8.1	0.1	-0.4	9.3
CCC(c1nnnn1Cc1ccccc1)N1CCN(C/C=C/c2ccccc2)CC1 (stereo unspecified)	-11.5	2.6	-16.8	-5.0	-9.9	-6.0	10.3	-1.4	8.0
OCCC1CN(Cc2cccc3c2OCO3)CCN1Cc1ccccc1 (stereo unspecified)	-2.7	1.4	-2.1	-5.0	2.7	5.0	0.9	-13.9	-12.4

Brought forward from above: four compounds; new compounds follow.
SMILES	M1 PAM	TAAR1 ag	M5 PAM	CHRM5 agonist	M1 antag	CHRM4 antagonist	CHRM4 agonist	M1 ag	CHRM5 antagonist
Cc1cc(F)ccc1S(=O)(=O)N1CCCOC1CNC(=O)C(=O)NCCc1c[nH]c2ccccc12 (stereo unspecified)	-1.6	17.7	-11.8	4.9	-2.8	-11.1	16.1	-2.4	9.0
O=C(CN(Cc1ccccc1)C(=O)c1csnn1)NCc1ccccc1	-2.1	9.7	-7.6	-2.1	18.0	8.1	0.1	-0.4	9.3
CCC(c1nnnn1Cc1ccccc1)N1CCN(C/C=C/c2ccccc2)CC1 (stereo unspecified)	-11.5	2.6	-16.8	-5.0	-9.9	-6.0	10.3	-1.4	8.0
OCCC1CN(Cc2cccc3c2OCO3)CCN1Cc1ccccc1 (stereo unspecified)	-2.7	1.4	-2.1	-5.0	2.7	5.0	0.9	-13.9	-12.4
Cc1oc(-c2cccc(F)c2)nc1CN(Cc1ccccc1)C[C@@H]1CCC(=O)N1	5.5	14.0	-0.6	-2.8	-1.1	-2.7	1.3	-6.6	-2.4
Cc1ccc(-c2nnc(SCC(=O)OC(C)C)n2N)cc1	3.4	8.2	-0.1	-1.6	2.3	-3.0	1.0	-5.0	3.4
CN(C(=O)COC(=O)c1ccccc1C(=O)c1ccccc1)c1ccccc1	8.3	3.3	8.8	4.3	-0.9	-2.1	3.0	-1.6	0.8
O=C(/C=C/C=C/c1ccccc1)CC1(O)C(=O)N(CCc2ccccc2)c2ccccc21 (stereo unspecified)	-0.5	8.0	-4.6	2.6	1.4	3.4	3.9	-2.3	4.3
O=C(CSc1ccccc1F)NCCN1C(=O)CSC1=O	9.2	2.8	5.3	1.6	-9.1	-6.5	2.1	-0.9	-7.4
Cc1ccc(NC(=O)c2ccc(=O)[nH]n2)cc1C	5.0	3.5	-3.5	-1.4	-5.8	-7.9	0.4	-2.4	13.6
O=S(=O)(c1ccccc1)N(CC1CO1)c1ccccc1 (stereo unspecified)	10.2	1.0	0.6	-1.0	-4.3	-2.0	0.5	-3.9	5.6
CC(=O)N/C(=C\c1ccccc1)C(=O)Nc1ccc(O)cc1	9.7	-0.6	0.9	4.8	-6.8	-6.2	2.5	-1.0	-1.3
Cc1ccc(Cl)cc1N(CC(=O)NCc1ccc2c(c1)OCO2)S(C)(=O)=O	4.1	-0.8	1.5	-7.6	3.7	-8.4	0.5	-5.4	5.0
COCCNC(=O)C(=O)Nc1cc2c3c(c1)CC(=O)N3CCC2	15.2	3.3	-2.1	-3.6	-10.4	-8.3	2.3	-0.7	7.5
Cc1ccc(C(=O)NNC(=O)C2CC2)cc1Br	7.7	0.3	-2.3	-4.3	-11.8	-0.7	0.2	-0.8	9.7
c1ccc(COc2cccc(-c3cc4nc(NCc5cccs5)ccn4n3)c2)cc1	2.2	1.9	0.9	2.2	-10.5	-7.5	3.0	-0.4	-1.2
O=C(c1cccc([N+](=O)[O-])c1)c1ccc2c(c1)OCCOCCOCCO2	7.2	0.0	-2.0	-1.0	-7.7	0.8	2.5	-1.7	-1.0
CNC(=O)[C@@]1(Cc2ccccc2)C=C[C@@H](C)N1C(C)=O	4.8	1.1	-1.6	-0.2	-2.3	0.1	-0.5	-6.4	6.9
Cc1cccc(C)c1NC(=O)CN(C)C(=O)c1cccc(S(=O)(=O)N2CCN(c3ccccc3)CC2)c1	2.8	0.1	-1.7	1.3	-10.4	-2.8	5.5	-2.1	11.7
Cc1ccc(C(=O)Nc2ccccc2C(=O)NCc2ccco2)cc1S(=O)(=O)N1CCCCC1	-3.6	10.2	-13.4	-0.8	15.3	14.5	5.1	-2.4	13.6
COC(=O)Nc1nc2ccc(Br)cc2s1	2.3	0.9	3.6	0.9	3.6	3.3	0.7	-7.1	-16.8
COc1ccc(C2(O)CCN(C(=O)NC3CCCCC3)CC2)cc1	-2.9	14.8	-7.5	2.2	-5.7	0.0	2.6	0.3	5.5
Cc1cc(S(=O)(=O)N2CCC(N3CCCCC3)CC2)ccc1-n1cnnn1	3.7	-2.4	-3.2	-2.8	0.3	7.8	0.2	-9.3	1.6
Cc1nc2oc3c(=O)[nH]cnc3c2c2c1COC(C)(C)C2	3.3	0.1	11.3	5.8	-10.8	1.2	0.0	-1.6	-6.9
Cc1nc2ccccc2c(=O)n1/N=C/c1ccc(OC(F)F)cc1	5.5	1.2	-0.1	-0.9	-3.8	-11.8	-1.4	-4.9	6.1
Cc1nc(CCNC(=O)c2cccs2)cs1	3.6	9.0	-3.8	-0.4	-5.7	0.4	0.3	-4.0	13.3
O=C(CS(=O)(=O)c1ccc2ccccc2c1)N1CCCCCC1	-0.1	0.9	-10.4	-1.7	4.4	-1.3	19.2	-3.7	15.2
COc1ccc(NC(=O)CN2C(=O)COc3ccc(S(=O)(=O)N4CCCCC4)cc32)c(OC)c1	8.1	0.1	10.6	-3.5	-7.5	-2.9	1.4	-5.0	-9.6
CC(=O)Nc1c(Cl)cc(Cl)c2c1Cc1cc(Cl)ccc1-2	5.3	-0.1	0.6	1.5	-19.1	-7.8	0.6	-5.0	8.0
O=Nc1c(-c2ccccc2)cc2ccccn12	2.8	0.9	5.6	-6.1	0.5	-11.1	0.8	-5.2	0.2
CSCCC1NC(=O)N(CC(=O)Nc2ccc(N3CCCCC3)cc2)C1=O (stereo unspecified)	-1.9	2.8	-6.0	-4.8	3.4	0.1	1.0	-4.3	-16.3
COc1ccccc1C(CNC(=O)c1cccc(NS(=O)(=O)c2ccc(C)c(F)c2)c1)N1CCCC1 (stereo unspecified)	-26.2	9.3	-27.1	-10.2	84.0*	21.0	0.8	-7.5	15.3

Entries above shown as hits in CHRM5 antagonist.
SMILES	M1 PAM	M5 PAM	CHRM5 agonist	M1 antag	CHRM4 antagonist	CHRM4 agonist	M1 ag	CHRM5 antagonist
CCN(CC)CCn1c(NCc2cccc(OC)c2OC)nc2ccccc21	0.0	-11.0	-4.7	-1.4	9.4	0.0	-5.3	30.7*

Some of the entries so far, with values under each structure.
Every second line gives: M1 PAM | TAAR1 ag | M5 PAM | CHRM5 agonist | M1 antag | CHRM4 antagonist | CHRM4 agonist | M1 ag | CHRM5 antagonist
> Cc1nc2ccccc2c(=O)n1/N=C/c1ccc(OC(F)F)cc1
  5.5 | 1.2 | -0.1 | -0.9 | -3.8 | -11.8 | -1.4 | -4.9 | 6.1
> COc1ccc(NC(=O)CN2C(=O)COc3ccc(S(=O)(=O)N4CCCCC4)cc32)c(OC)c1
  8.1 | 0.1 | 10.6 | -3.5 | -7.5 | -2.9 | 1.4 | -5.0 | -9.6
> O=C(CS(=O)(=O)c1ccc2ccccc2c1)N1CCCCCC1
  -0.1 | 0.9 | -10.4 | -1.7 | 4.4 | -1.3 | 19.2 | -3.7 | 15.2

Source: PubChem BioAssay (The Scripps Research Institute Molecular Screening Center)
